Pf Dd2 inh = P. falciparum Dd2 growth inhibition; AID 1159554; SYBR Green, 72 h; active compounds read low; hit rate 2.3% among 94,000; activity change, % at 10 µM; in the data active = activity change below about -80%
C diff growth = inhibitors of Clostridium difficile growth; Clostridium difficile clinical isolate growth, OD600, 24 h; active compounds read low; growth activity, negative = inhibition, % at 16 µg/mL (by protocol); hit rate 0.25% among 86,000; AID 1259249;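 active = mean growth activity at or below -80% and every replicate also at or below -80%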;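 note: 0% = DMSO wells and -100% = levofloxacin 16 µg/mL wells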
KDM4C inh = inhibitors of human demethylase GASC-1 KDM4C. Q9H3R0. GST-KDM4C 2-372, H3K9me3 peptide, LANCE TR-FRET. inhibition, % at 12.5 µM. hit rate 0.15% among 96,000. AID 720574;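 active = mean replicate inhibition above about 25%, with at least 55% of replicates also reaching it, limit read from the data, passing the limit was not always enough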
Target sequence (Q9H3R0 2-372 limits assumed): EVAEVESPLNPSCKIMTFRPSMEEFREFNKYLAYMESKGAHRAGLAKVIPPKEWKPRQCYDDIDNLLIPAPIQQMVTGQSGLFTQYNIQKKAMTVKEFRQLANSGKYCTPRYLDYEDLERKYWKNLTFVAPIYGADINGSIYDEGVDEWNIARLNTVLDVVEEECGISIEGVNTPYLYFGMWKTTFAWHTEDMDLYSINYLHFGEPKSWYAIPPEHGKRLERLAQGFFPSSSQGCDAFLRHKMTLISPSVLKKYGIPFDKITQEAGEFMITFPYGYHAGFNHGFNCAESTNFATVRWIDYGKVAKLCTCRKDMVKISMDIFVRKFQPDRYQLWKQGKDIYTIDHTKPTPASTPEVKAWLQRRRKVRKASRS
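material = GST-tagged GASC-1 (JMJD2C) catalytic fragment, aa 2-372 | amount = enzyme final amount 10 nM | medium = HEPES buffer, pH 7.5, plus ascorbate | also added = H3K9me3 peptide substrate, Fe(II), 2-oxoglutarate | dosing = single dose | times = 30 min demethylation and 1 h detection at room temperature | detection = LANCE TR-FRET | read-out basis = Fall in 671/618 emission ratio as inhibition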
T cruzi growth = inhibitors of T. cruzi proliferation; T. cruzi beta-gal in NIH3T3, GalScreen luminescence, 90 h; hit rate 5.9% among 77,000; inhibition, % at 8.34 µM;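 active = mean inhibition above about 93%, with at least 55% of replicates each passing it, limit read from the data, passing the limit was not always enough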
* hit, by the source's call; nt = no result given; & = joins results of further samples.

1. C[C@@H]1CN([C@@H](C)CO)C(=O)c2cc(-c3ccc(C#N)cc3)cnc2O[C@H]1CN(C)C(=O)c1cccnc1
2. O=C(C[C@@H]1CC[C@@H]2[C@H](COC[C@@H](O)CN2Cc2nccs2)O1)NCc1ccc(F)cc1
3. Cc1ccc(S(=O)(=O)Nc2ccc3c(c2)C(=O)N([C@H](C)CO)C[C@@H](C)[C@H](CN(C)Cc2ccc(-c4ccccc4)cc2)O3)cc1
4. N#Cc1ccc(-c2ccc([C@@H]3[C@@H]4CN(S(=O)(=O)Cc5ccccc5)C[C@H]3N4)cc2)cc1
5. COc1ccc(NC(=O)N(C)C[C@@H]2Oc3ccc(NC(=O)C4CC4)cc3CC(=O)N([C@H](C)CO)C[C@@H]2C)cc1
6. COc1ccc(NC(=O)Nc2ccc3c(c2)C(=O)N([C@H](C)CO)C[C@H](C)[C@H](CN(C)C(=O)Nc2c(C)noc2C)OCCCC[C@@H](C)O3)cc1

Assay by compound	1	2	3	4	5	6
Pf Dd2 inh	-6	24	8	-86*	8	48
C diff growth	-1	3&-1	30	30	-1	3
KDM4C inh	3.0	-0.1	0.6	-0.4	-1.1	-0.5
T cruzi growth	nt	54	81	nt	22	51

7. Cc1ccc(-c2cnc3c(c2)C(=O)N([C@H](C)CO)C[C@H](C)[C@H](CN(C)C(=O)Cc2ccccc2)O3)cc1
8. COc1ccc(CN(C)C[C@@H]2OCCCC[C@H](C)Oc3ccc(NC(=O)Cc4ccccc4)cc3C(=O)N([C@@H](C)CO)C[C@@H]2C)cc1
9. C[C@@H]1CN([C@H](C)CO)S(=O)(=O)c2ccc(C3=CCCCC3)cc2O[C@@H]1CN(C)C(=O)Cc1ccccc1
10. C[C@@H]1CN([C@H](C)CO)C(=O)Cc2cc(NC(=O)CCN3CCOCC3)ccc2O[C@@H]1CN(C)C(=O)NC1CCCCC1
11. C[C@H](CO)N1C[C@H](C)[C@H](CN(C)C(=O)Nc2cccc3ccccc23)Oc2c(NC(=O)Nc3cccc4ccccc34)cccc2C1=O
12. O=C(C[C@@H]1C[C@@H]2c3cc(NS(=O)(=O)c4ccc(F)cc4)ccc3O[C@@H]2[C@H](CO)O1)NCc1cccnc1

Assay by compound	7	8	9	10	11	12
Pf Dd2 inh	-26	-63	-7	30	-26	18
C diff growth	4	0	9	1	-7	-8
KDM4C inh	-4.0	nt	-0.5	0.2	-3.0	0.2
T cruzi growth	27	20	103	5	86	-10

Single records (already shown).
COc1ccc(CN(C)C[C@@H]2OCCCC[C@H](C)Oc3ccc(NC(=O)Cc4ccccc4)cc3C(=O)N([C@@H](C)CO)C[C@@H]2C)cc1 as listed: Pf Dd2 inh: -63; C diff growth: 0; KDM4C inh: nt; T cruzi growth: 20
C[C@@H]1CN([C@H](C)CO)S(=O)(=O)c2ccc(C3=CCCCC3)cc2O[C@@H]1CN(C)C(=O)Cc1ccccc1 as listed: Pf Dd2 inh: -7; C diff growth: 9; KDM4C inh: -0.5; T cruzi growth: 103

(continued)
13. O=C(C[C@@H]1C[C@@H]2c3cc(NC(=O)NC4CCCC4)ccc3O[C@@H]2[C@H](CO)O1)NCc1ccc(-c2ccccc2)cc1
14. O=C(C[C@@H]1CC[C@H](NC(=O)CN2CCOCC2)[C@@H](CO)O1)NC1CCCCC1
15. C[C@@H]1CCCCO[C@@H](CN(C)Cc2ccc(Cl)c(Cl)c2)[C@H](C)CN([C@H](C)CO)C(=O)c2cc(NC(=O)Cc3ccccc3)ccc2O1
16. C[C@@H]1CCCCO[C@H](CN(C)C(=O)NC2CCCCC2)[C@@H](C)CN([C@H](C)CO)C(=O)c2cc(NS(=O)(=O)c3ccc(F)cc3)ccc2O1
17. C[C@@H]1CN([C@H](C)CO)C(=O)c2cc(NS(=O)(=O)c3ccc(F)cc3)ccc2O[C@@H](C)CCCCO[C@H]1CN(C)C(=O)Nc1ccccc1
18. Cc1ccc(CN(C)C[C@H]2OCc3cn(nn3)CCCC(=O)N([C@@H](C)CO)C[C@@H]2C)cc1

Assay by compound	13	14	15	16	17	18
Pf Dd2 inh	-32	18	-58	-45	-19	17
C diff growth	-3	nt	-6	-20	17	nt
KDM4C inh	-2.0	1.5	3.8	-1.0	1.2	-1.3
T cruzi growth	94	-37	nt	26	nt	14

19. COc1ccc(CN(C)C[C@@H]2Oc3ccc(NS(=O)(=O)c4ccc(OC)cc4)cc3CC(=O)N([C@@H](C)CO)C[C@H]2C)cc1
20. C[C@@H]1CN([C@H](C)CO)C(=O)Cc2cc(NS(=O)(=O)c3cccs3)ccc2O[C@H]1CN(C)C(=O)Nc1cccc2ccccc12
21. C[C@@H](NC(=O)C[C@H]1C=C[C@H](NC(=O)C2CCC2)[C@@H](CO)O1)c1ccccc1
22. N#C[C@H]1[C@@H](c2ccc(C3=CCCCC3)cc2)[C@H](CO)N1C(=O)Cc1ccncc1
23. CC(C)CC#Cc1cnc2c(c1)C(=O)N([C@@H](C)CO)C[C@@H](C)[C@@H](CN(C)C(=O)c1ccc(F)cc1)O2
24. Cc1noc(C)c1NC(=O)N[C@H]1CC[C@H](CC(=O)NCc2ccc(Cl)c(Cl)c2)O[C@H]1CO

Assay by compound	19	20	21	22	23	24
Pf Dd2 inh	7	-5	-11	-19	-18	19
C diff growth	2	-3	nt	5	3	nt
KDM4C inh	-1.2	-0.1	4.2	3.4	-6.3	1.8
T cruzi growth	nt	0	-4	92	46	27

25. O=C(NCC[C@H]1CC[C@@H](NC(=O)C2CCC2)[C@@H](CO)O1)c1ccc(F)cc1
26. CC(C)NC(=O)N(C)C[C@@H]1OCCCC[C@H](C)Oc2ccc(NC(=O)Nc3ccc(C(F)(F)F)cc3)cc2C(=O)N([C@H](C)CO)C[C@@H]1C
27. COCC(=O)Nc1ccc2c(c1)C(=O)N(C)C[C@@H](OC)[C@H](C)CN(C(=O)Cc1cccnc1)[C@H](C)CO2
28. C[C@@H]1CN([C@H](C)CO)C(=O)c2cc(-c3cccc(F)c3)cnc2O[C@@H]1CN(C)Cc1cccc(F)c1
29. CCC(=O)N(C)C[C@H]1Oc2cc(C#C[C@H](C)O)ccc2S(=O)(=O)N([C@@H](C)CO)C[C@@H]1C
30. CCC(=O)N(C)C[C@H]1Oc2ncc(C#Cc3ccncc3)cc2C(=O)N([C@@H](C)CO)C[C@H]1C

Assay by compound	25	26	27	28	29	30
Pf Dd2 inh	-17	-3	12	-11	-13	11
C diff growth	0	-5	nt	-2	-1	6
KDM4C inh	-1.0	-0.5	1.0	-0.6	-0.9	7.6
T cruzi growth	nt	100*	22	63	2	-23

31. C[C@H](CO)N1C[C@H](C)[C@H](CN(C)S(=O)(=O)c2ccccc2)Oc2ncc(-c3cccc(C(=O)N(C)C)c3)cc2C1=O
32. CCC(=O)N1[C@H](CO)[C@@H]2c3ccccc3N(S(=O)(=O)c3ccc(F)cc3)C[C@@H]21
33. C[C@@H]1CCCCO[C@@H](CN(C)C(=O)c2ccncc2)[C@H](C)CN([C@H](C)CO)C(=O)c2cc(N(C)C)ccc2O1
34. COc1ccc(CN(C)C[C@H]2OCCCC[C@H](C)Oc3ccc(N(C)C)cc3C(=O)N([C@@H](C)CO)C[C@@H]2C)cc1
35. COc1ccc(NC(=O)Nc2ccc3c(c2)C(=O)N([C@H](C)CO)C[C@H](C)[C@H](CN(C)S(=O)(=O)c2cn(C)cn2)OCCCC[C@@H](C)O3)cc1
36. COc1ccc(CN(C)C[C@@H]2Oc3ccc(NC(=O)Nc4cccc5ccccc45)cc3C(=O)N([C@H](C)CO)C[C@H]2C)cc1

Assay by compound	31	32	33	34	35	36
Pf Dd2 inh	9	-3	nt	7	12	20
C diff growth	-4	-1	-1	-1	2	-6
KDM4C inh	-3.2	0.5	20	2.4	-1.1	-1.3
T cruzi growth	nt	12	23	75	-35	74

37. C[C@@H]1CN([C@H](C)CO)C(=O)c2cccc(NC(=O)Nc3ccc4c(c3)OCO4)c2O[C@@H]1CN(C)C(=O)Nc1ccc2c(c1)OCO2
38. CNC[C@@H]1OCCCC[C@@H](C)Oc2ccc(NC(=O)C3CCCCC3)cc2C(=O)N([C@@H](C)CO)C[C@H]1C
39. O=C(Cc1cccnc1)N1CC(=O)N2[C@H](CO)[C@H](c3ccc(C#CC4CCCCC4)cc3)[C@@H]2C1
40. COc1ccc(NC(=O)Nc2ccc3c(c2)C(=O)N([C@@H](C)CO)C[C@@H](C)[C@@H](CN(C)CC2CCCCC2)OCCCC[C@H](C)O3)cc1
41. COCCNC(=O)[C@H]1[C@H](CO)[C@H]2Cn3c(ccc(C4=CCCCC4)c3=O)[C@@H]1N2C(=O)C1CCC1
42. COc1ccccc1S(=O)(=O)N1CC[C@H]2[C@H](CO)Nc3ccc(-c4ccccc4F)cc3[C@H]21

Assay by compound	37	38	39	40	41	42
Pf Dd2 inh	-64	-48	6	-72	13	16
C diff growth	-1	2	-21	-5	-5	2
KDM4C inh	1.5	-2.1	0.9	-0.1	2.1	-0.5
T cruzi growth	19	29	nt	80	43	88

43. COc1ccc(S(=O)(=O)Nc2cccc3c2O[C@@H](CN(C)Cc2ccccc2)[C@H](C)CN([C@@H](C)CO)C3=O)cc1
44. Cc1ccc(S(=O)(=O)N[C@H]2CC[C@H](CCNC(=O)CN3CCOCC3)O[C@H]2CO)cc1
45. CO[C@H]1CN(C)C(=O)c2cc(NC(=O)Nc3cc(F)ccc3F)ccc2OC[C@H](C)N(C(=O)c2ccccn2)C[C@H]1C
46. C[C@@H]1CN([C@H](C)CO)C(=O)Cc2cc(NC(=O)Nc3ccccc3)ccc2O[C@@H]1CN(C)S(=O)(=O)c1cccs1
47. C[C@@H]1CN([C@H](C)CO)C(=O)c2cc(NC(=O)Nc3ccc(F)cc3)ccc2O[C@@H](C)CCCCO[C@H]1CN(C)Cc1ccc(C(F)(F)F)cc1
48. N#Cc1cccc(-c2ccc(C3[C@@H]4CN(C(=O)C5CCC5)C[C@H]3N4)cc2)c1 (some centres undefined)

Assay by compound	43	44	45	46	47	48
Pf Dd2 inh	-6	27	-11	-23	-82*	-79&10
C diff growth	1	-1	-4	6	nt	7&-2
KDM4C inh	-0.3	0.1	-1.7	-3.5	-2.1	-1.2&0.1
T cruzi growth	-9	-31	30	-40	94	nt

49. O=C(N[C@@H]1CC[C@@H](CCNS(=O)(=O)Cc2ccccc2)O[C@@H]1CO)c1ccc2c(c1)OCO2
50. C/C=C/c1ccc([C@@H]2[C@H]3CN(C(=O)Cc4cccnc4)CC(=O)N3[C@H]2CO)cc1
51. N#C[C@H]1[C@H](c2ccc(C#Cc3ccccc3F)cc2)[C@H](CO)N1C(=O)c1cccnc1
52. O=C(c1cccnc1)N1CC(=O)N2[C@H](CO)[C@H](c3ccc(-c4ccccc4F)cc3)[C@H]2C1
53. C[C@H](NC(=O)C[C@@H]1C=C[C@H](NC(=O)CN2CCOCC2)[C@H](CO)O1)c1ccccc1
54. Cc1ccccc1S(=O)(=O)N1CC[C@@H]2[C@H]1c1cc(-c3cccc(F)c3)ccc1N[C@@H]2CO

Assay by compound	49	50	51	52	53	54
Pf Dd2 inh	-8	-17	-87*	-53	17	22
C diff growth	nt	-5	4	-6	nt	1
KDM4C inh	-1.1	6.0	-2.4	0.1	-0.5	-0.1
T cruzi growth	6	nt	91	nt	71	107*

55. C[C@H]1CN([C@@H](C)CO)C(=O)c2cccc(NS(=O)(=O)c3cccs3)c2O[C@H]1CN(C)Cc1ccc(C(F)(F)F)cc1
56. CCC(=O)N1[C@@H]2Cn3c(ccc(-c4ccc(F)cc4)c3=O)[C@H]1[C@@H](C(=O)N(C)C)[C@@H]2CO
57. O=C(N[C@H]1C[C@@H]2O[C@@H](CO)CC[C@@H]2O[C@@H]1CCc1ccc(-c2ccccc2)cc1)c1cnccn1
58. COc1ccc2c3c(n(C)c2c1)[C@@H](CO)NCC31CCN(Cc2ccccc2F)CC1
59. CCCN(C)C[C@@H]1Oc2cc(-c3ccc(C)cc3)ccc2S(=O)(=O)N([C@@H](C)CO)C[C@H]1C
60. O=C(N[C@@H]1CC[C@H](CCNS(=O)(=O)c2ccc(F)cc2)O[C@H]1CO)c1cnccn1
61. O=C(O)C[C@@H]1C[C@@H]2c3cc(NC(=O)c4cccnc4)ccc3O[C@@H]2[C@@H](CO)O1
62. COc1ccc(NC(=O)N(C)C[C@H]2Oc3cc(-c4cccc(C(=O)N(C)C)c4)ccc3S(=O)(=O)N([C@@H](C)CO)C[C@@H]2C)cc1
63. CCCNC(=O)N1CC2(C1)[C@@H](c1ccccc1)[C@H](CO)N2CC1CCOCC1

Assay by compound	55	56	57	58	59	60	61	62	63
Pf Dd2 inh	-5	7	-6	-78	-64	11	-37	-4	29
C diff growth	5	1	-3	9	6	-3	4	0	-1
KDM4C inh	-0.2	-1.8	nt	-1.0	-0.5	-0.2	-3.1	3.0	nt
T cruzi growth	81	32	nt	nt	88	-27	nt	nt	nt
